Eya2 phos inh = Eya2 (human) phosphatase inhibition. recombinant Eya2, OMFP fluorescence dephosphorylation (OMFP is methylfluorescein phosphate). Potency, µM (highest dose often 76.9 µM), for inactives: at the highest dose activity, negative = inhibition, hits mostly inhibitors. 330,000 compounds, 0.006% hits. AID 488837; also: potency is read from the fitted curve at half-maximal effect; % is scaled to controls: 0 for no effect and ±100 for the full control effect
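Eya2 protein (added as 0.2 uM solution) was preincubated with compound for 10 min at ambient temperature in 50 mM HEPES pH 7.5, 50 mM NaCl, 5 uM MgCl2, 0.05% BSA, 1 mM DTT. OMFP (added at 50 uM) then reacted 10 min; fluorescence read at 485/525 nm.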
TSHR antagonist = antagonists of human thyroid stimulating hormone receptor | P16473 | 330,000 compounds, 0.2% hits | AID 504810 | activity change, negative = inhibition, % at 11.5 µM | TSHR-expressing cells, TSH-stimulated cAMP HTRF, 2 h; hits give low values;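 active = activity change below a set negative limit, meaning inhibition stronger than a set level, cut at about -70% in these data; inconclusive = activity change between two set negative limits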; also: % is scaled to controls: 0 for no effect and ±100 for the full control effect
Target sequence (P16473 whole entry, looked up): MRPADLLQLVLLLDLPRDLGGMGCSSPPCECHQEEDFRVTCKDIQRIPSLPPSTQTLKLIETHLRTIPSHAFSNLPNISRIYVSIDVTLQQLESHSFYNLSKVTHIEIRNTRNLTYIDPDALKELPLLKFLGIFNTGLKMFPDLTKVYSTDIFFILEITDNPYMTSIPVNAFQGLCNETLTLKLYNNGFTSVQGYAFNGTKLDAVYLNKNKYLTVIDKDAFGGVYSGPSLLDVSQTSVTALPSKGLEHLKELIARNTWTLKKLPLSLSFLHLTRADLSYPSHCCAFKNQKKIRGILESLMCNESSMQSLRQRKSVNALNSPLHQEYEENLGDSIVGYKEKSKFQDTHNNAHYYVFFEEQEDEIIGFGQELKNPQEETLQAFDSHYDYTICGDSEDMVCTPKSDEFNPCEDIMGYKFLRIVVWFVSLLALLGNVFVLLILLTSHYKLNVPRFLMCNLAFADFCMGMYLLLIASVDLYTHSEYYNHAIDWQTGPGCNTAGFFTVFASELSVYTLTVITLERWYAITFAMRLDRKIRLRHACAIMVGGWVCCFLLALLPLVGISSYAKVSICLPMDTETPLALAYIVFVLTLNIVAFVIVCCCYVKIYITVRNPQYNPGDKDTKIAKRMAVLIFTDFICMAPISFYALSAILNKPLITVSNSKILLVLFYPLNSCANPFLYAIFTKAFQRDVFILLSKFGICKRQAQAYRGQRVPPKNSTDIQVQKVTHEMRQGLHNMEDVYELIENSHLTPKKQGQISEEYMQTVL
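TSHR-expressing cells, 200/well, pre-treated with compound, then stimulated with EC80 TSH (4nM final) for 2 hours at 37 deg C. cAMP measured by competitive HTRF: anti-cAMP cryptate antibody in lysis buffer plus cAMP-d2, read after 30 minutes at room temperature.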
Chronic BCR inh = chronic active BCR signaling inhibition; 340,000 compounds, 0.05% hits; AID 493014; Potency, µM (highest dose often 46.1 µM), inactives show at the highest dose ratio change, negative = lower green/red ratio, actives largely listed as inhibitors; ABC-DLBCL IkBa-CBG/CBR reporter, luminescence ratio, 4 h; active = well fitted inhibition curve with a large enough effect in the signal ratio, with a control signal flat, not every such curve was filed as active; inconclusive = small, poorly fitted or top-dose-only effect, or effect the other way, or a change in a side signal; the % refers to the signal ratio;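 also: potency is read from the fitted curve at half-maximal effect; plate controls were basal doxycycline-induced cells for no effect and cells given 10 µM MG132 for full effect; MG132 reads +100%, hits lower the ratio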
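TMD8 ABC-DLBCL cells carrying doxycycline-inducible green luciferase fused to IkappaBalpha plus unfused red luciferase were exposed to compounds (up to 46 uM) for 4 hrs at 37C. Activity came from the overlap-corrected green/red luminescence ratio.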
TCR activator = activators of T cell receptors. AID 504894. Potency, µM (doses to about 9.22 µM), for the others: at the top dose activation of IL-2 secretion, hits mostly activators. 330,000 tested, under 10 active. primary human leukocytes, anti-CD3, IL-2 HTRF, 48 h; also: % of control where 0% means no effect
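IL-2 produced over 48 hr by a-CD3 bead-stimulated primary human leukocytes exposed to compounds was detected with a homogeneous time-resolved FRET immunoassay, 665nm acceptor signal after 320nm excitation.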
ASM inhibitor = inhibitors of human secretory acid sphingomyelinase; P17405; placental ASM, HMU-PC fluorogenic substrate, 60 min; Potency, µM (top dose mostly 57.5 µM), for the others: at the top dose activity change, negative = inhibition, actives largely listed as inhibitors; 340,000 compounds, 0.006% hits; AID 504937; also: potency is read from the fitted curve at half-maximal effect
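Fluorescence read-out (Ex 386 nm, Em 447 nm) after stopping the reaction at pH 10. Enzyme: ASM from human placenta; substrate HMU-PC0, 9 uM final; 60 min, 37 °C. Compound preincubation 10 min, ambient temperature.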
Integrin act MD = integrin-mediated muscular dystrophy alleviation activation; alpha7betagal myoblasts, beta-gal FDG fluorescence, 48 h; Potency, µM (doses to about 38.3 µM), for inactives: at the highest dose activation, hits mostly activators; 350,000 compounds, 0.064% hits;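 also: potency is read from the fitted curve at half-maximal effect; 100% = response of the positive control SU9516; nearly all actives have a fitted effect of over 60% in size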
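Alpha7betagal+/- myoblasts (passage 13) were plated 16-24 hr, then exposed to compounds (1:260 dilution of DMSO stock) for 48 hours at 37C. After MPER lysis, β-galactosidase reporter activity was read as FDG fluorescence (ex 480/em 540) after 30 minutes.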
ELG1 repair inh = ELG1-dependent DNA repair inhibition; HEK293T ELG1-luciferase reporter, luminescence, 16 h; DNA damage induced by 5-fluorouridine; Potency, µM (doses to about 46.1 µM), for inactives: at the highest dose activity change, negative = inhibition, hits mostly inhibitors; 330,000 compounds, 2.3% hits; also: potency is read from the fitted curve at half-maximal effect; % is scaled to controls: 0 for no effect and ±100 for the full control effect; nearly all actives have a fitted effect of over 55% in size
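Luminescence from the luciferase reporter, measured 30 min after ONE-Glo reagent at room temperature, was the read-out. Beforehand, 2,000 cells per well were exposed for 16 hr at 37 °C to 5-fluorouridine together with compound or vehicle.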
Tb PFK block = inhibitors of T. brucei phosphofructokinase | O15648 | T. brucei PFK, ADP-Glo luminescence | Potency, µM (doses to about 57.5 µM), without a hit: top-dose activity, negative = inhibition, usual class: inhibitors | 330,000 compounds, 0.17% hits;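 also: potency is read from the fitted curve at half-maximal effect; 0% = uninhibited 1x PFK enzyme wells and -100% = no-enzyme wells; nearly all actives have a fitted effect of over 60% in size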
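Activity is normalized to no-enzyme wells (full inhibition) and 1.25 nM enzyme wells (no inhibition). Reaction: 0.5 mM F6P, 0.1 mM ATP, 45 min RT, ADP-Glo luminescence; concentration-response curves fitted and classed by quality.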
Mito fusion act = inhibitors of mitochondrial division or activators of mitochondrial fusion | S. cerevisiae fusion-defective mutant growth rescue, CellTiterGlo 48 h | Potency, µM (top dose mostly 46.1 µM), inactives show at the highest dose growth rescue (activation), most hits filed as activators | 320,000 compounds, 0.23% hits;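 also: potency is read from the fitted curve at half-maximal effect; % of control where 0% means no effect; nearly all actives have a fitted effect of over 45% in size; temperature-sensitive fusion mutants such as fzo1-1 at 37 °C on non-fermentable ethanol glycerol medium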
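Yeast fusion mutant, YPEG (non-fermentable carbon), compound, 48 h at 37C non-permissive; CellTiterGlo added, 10 min RT, luminescence read. Rescued growth = division inhibition.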
AT treatment = candidate therapy for ataxia-telangiectasia | AID 485349 | 320,000 compounds, 0.19% hits | Potency, µM (titrated, usually from 57.5 µM), for inactives: top-dose activation, actives largely listed as activators | […] A-T fibroblasts, KAP-1 phosphorylation AlphaLISA; neocarzinostatin DNA damage 30 min before lysis; also: potency is read from the fitted curve at half-maximal effect; % of control where 0% means no effect; nearly all actives have a fitted effect of over 45% in size
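ATM-like activity read as KAP-1 phosphorylation via AlphaLISA donor/acceptor antibody pairs after lysis and 6 hr at 25C. Cells were ATM-null patient fibroblasts ([…], hTERT), dosed 60 min, then exposed to the DSB inducer NCS for 30 min.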
PTAP TSG101 blk = blocks PTAP/TSG101 interaction to inhibit HIV-1 budding; Fluorescence polarization, FITC-PTAP peptide / Tsg101 binding; Potency, µM (highest dose often 115 µM), for the others: top-dose activity change, negative = inhibition, most hits filed as inhibitors; 340,000 tested, under 10 active; AID 493005; active = well fitted inhibition curve with a large enough effect in the main read-out, with a control signal flat, not every such curve was filed as active; inconclusive = small, poorly fitted or top-dose-only effect, or effect the other way, or a change in a side signal; inactive = no such curve, though single readings can be large or run the other way; also: potency is read from the fitted curve at half-maximal effect; % of control where 0% means no effect
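Fluorescence polarization binding of Tsg101 binding domain (10 uM final) to FITC-labeled PTAP peptide (50 nM final) in HEPES pH 7.5 buffer with NaCl, Tween 20, EDTA, TCEP. Compounds added before peptide; binding 20 min at RT.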
Active calls of the source: *; ? = inconclusive; / = not tested or not shown; [ ] = dose if it differs, or a comment. Unless noted, calls follow the shape of the dose curve; as a rule, active = well fitted curve in the direction sought with a large enough effect; inconclusive = small, poorly fitted or top-dose-only effect, or another doubt; inactive = no such curve, though single readings can be large; an effect the other way counts as inactive or inconclusive.

SMILES	Eya2 phos inh	TSHR antagonist	Chronic BCR inh	TCR activator	ASM inhibitor	Integrin act MD	ELG1 repair inh	Tb PFK block	Mito fusion act	AT treatment	PTAP TSG101 blk
C#CCO[C@@H]1C[C@H](n2cnc3c(=O)[nH]c(NC(=O)C(C)C)nc32)O[C@@H]1CO	-5.3%	14.5	-2.1%	2.3%	-1.8%	26.8%	0.1%	-12.8%	-5.8%	9.1%	1.8%
COc1ccccc1NS(=O)(=O)c1cccc(NC(=O)c2nn(C)c(=O)c3ccccc23)c1	-10.5%	-40.4	?	12.0%	-22.0%	-23.5%	?	4.3%	12.6%	-0.4%	-4.9%
COc1ccccc1NC1=C(Cl)C(=O)N(C2CCCCC2)C1=O	-2.9%	1.6	?	4.9%	-8.4%	-38.9%	-7.1%	-2.9%	-3.6%	0.9%	-0.8%
CCNc1ccc2noc3c2c1C(=O)c1ccccc1-3	?	-16.4	?	4.0%[46.1 µM]	-23.6%	-52.2%[inhibitor]	-11.3%	0.0%	23.0%	3.6%	?
CCCCC(=O)Nc1nnc(-c2ccco2)o1	6.8%	1.1	?	3.7%	4.9%	-19.6%	15.2%	-7.3%	3.0%	-1.9%	-0.2%
Cc1ccc(Sc2c(C)nn(C(=O)CNS(=O)(=O)c3ccc(F)cc3)c2C)cc1	4.3%	8.4	-0.7%	-7.8%[46.1 µM]	8.6%	-2.9%	?	-6.9%	-1.6%	0.4%	-6.2%
CC(C)(C)c1cc(C(=O)N/N=C/c2ccc([N+](=O)[O-])s2)n[nH]1	21.5%	0.4	-20.3%	2.9%	-6.0%	-26.8%	5.17µM*	-0.2%	17.5%	3.9%	-0.5%
O=S(=O)(c1ccc(Cl)s1)N1CCC2(CC1)OCCO2	5.8%	-9.2	0.0%	/	1.1%	-4.8%	6.4%	-0.6%	5.0%	6.4%	-2.6%
COc1ccc(-c2cc(C(=O)NNC(=O)c3csc(N4CCOCC4)n3)c3ccccc3n2)cc1	-28.2%	-14.6	?	-2.8%	-3.0%	-10.2%	?	-7.8%	11.4%	4.6%	4.2%
Cc1ccc(C(OCC(C)(C)C[N+](C)(C)C)c2ccccc2)cc1 (centres undefined)	7.1%	28.3	-19.6%	-6.2%	-0.4%	-36.8%[inhibitor]	?	-5.8%	-0.9%	10.0%	-2.2%
CCOC(=O)c1[nH]c(C)c(C(=O)NCc2ccc(Cl)cc2)c1C	-11.7%	-12.7	1.2%	/	0.9%	11.0%	-20.0%	-1.5%	2.0%	-2.5%	/
COc1ccc(C)cc1N(C)C(=O)Cc1c(C(=O)O)n(C)c2ccccc12	-3.5%	?	3.7%	5.4%	10.0%	?	-5.8%	-2.3%	-1.0%	-0.4%	-5.3%
COc1ccc(C(=O)NNC2=CC(=O)CC(C)(C)C2)cc1	-4.2%	-3.5	-18.3%	5.4%	-1.9%	-9.5%	11.3%	-1.8%	1.5%	-2.0%	-0.1%
CC(=O)c1ccc(N/C=C\C(=O)c2ccc(C)cc2)cc1	6.2%	0.7	?	3.7%	/	17.3%	?	1.4%	-1.5%	1.6%	-2.1%
CCCc1c(C(=O)N/N=C(\C)c2ccc(O)cc2)nnn1-c1nonc1N	-26.7%	36.2	1.6%	14.7%	7.1%	-18.8%	4.9%	12.8%	-5.1%	?	-7.5%
Cc1ccc(/C=C/C(=O)NN2CCN(C)CC2)cc1	-1.8%	3.4	-1.1%	0.7%	0.0%	13.3%	?	-10.2%	0.8%	-1.2%	0.3%
COc1ccc(NC(=O)CSc2nc(C)cs2)c(OC)c1	-8.1%	1.0	7.8%	-3.4%	1.1%	-7.2%	?	-0.2%	-0.9%	-2.9%	-2.7%
Cn1nc(-c2ccccc2)c(CSc2ccccc2Cl)c1Cl	6.6%	-12.1	?	0.5%	-12.9%	2.2%	-22.8%	1.3%	19.9%	/	-6.5%
COc1ccccc1NS(=O)(=O)c1cccc(-n2c(O)c(C=Nc3ccccc3C(=O)O)c3ccccc3c2=O)c1	-1.0%	1.5	?	-3.0%	2.7%	-50.5%[inhibitor]	?	?	-1.0%	0.0%	0.4%
Cc1cccc(-c2cc(C(=O)Nc3sc(C)c(C)c3C(N)=O)c3ccccc3n2)c1	5.5%	5.4	5.6%	10.4%	-2.3%	0.0%	-13.3%	-2.9%	-2.6%	4.6%	-5.1%
COC(=O)c1ccc2c(=O)n(CC3CCCO3)c(SCC(=O)Nc3ccccc3Cl)nc2c1 (centres undefined)	-27.7%	1.1	8.4%	4.5%	-1.0%	-8.8%	-12.8%	0.0%	1.2%	/	-2.9%
Cc1ccnc(NC(=O)CCC2COc3ccccc3O2)c1 (centres undefined)	8.5%	4.5	1.8%	9.0%	-0.9%	1.9%	11.4%	-8.0%	6.6%	4.6%	-1.6%
COc1ccc(NC(=O)Cc2nnc(SCC(=O)NC3CCCCC3)n2C)cc1	-6.9%	-9.5	1.3%	-3.9%	-1.9%	6.3%	-1.8%	-4.0%	6.3%	-1.4%	-1.2%
CCCCCC1CC(CC(=O)O)C(=O)O1 (centres undefined)	-12.6%	2.2	?	2.8%	1.4%	6.5%	-10.8%	4.5%	-2.0%	5.8%	-3.8%
C=CC[C@@H](Cc1ccc(F)cc1)C(=O)OC[C@@H]1CCCN1C(=O)[C@H](CC=C)CC(=O)NCCO	-28.4%	-8.5	-0.1%	-1.7%	5.6%	0.6%	5.4%	5.7%	/	19.7%	-1.0%
Cc1ccc(NC(=S)NNC(=O)CCn2cc(C)cn2)cc1	-24.2%	9.5	-10.2%	-9.4%	4.7%	-2.5%	3.3%	-7.7%	-1.1%	-0.9%	-1.9%
COc1ccc(NC(=O)Cc2coc3cc(C)ccc23)cn1	-0.9%	0.4	?	/	-0.1%	24.6%	1.6%	1.7%	4.0%	1.7%	2.5%
Cc1ccc2oc(C(=O)N(C)Cc3cnccn3)c(C)c2c1	3.5%	-15.2	-0.7%	-1.1%	1.0%	?	?	2.9%	-0.7%	3.3%	-2.7%
CC1(C)Cc2nc3sc4c(=O)n(CC(=O)NCc5ccco5)cnc4c3cc2CO1	-2.1%	-0.5	-9.9%	/	-3.3%	-22.5%[7.66 µM]	?	-6.3%	1.9%	5.7%	-0.7%
CCC(=O)c1ccc(OCC(=O)N2CCN(c3ccccn3)CC2)cc1	2.1%	1.8	-0.3%	7.3%	-0.8%	-4.8%	2.5%	-3.9%	4.0%	6.2%	-2.6%
CC(=O)C1=C(C)NC(SCC(=O)c2ccccc2)=C(C#N)C1c1ccco1 (centres undefined)	-6.8%	-11.5	-2.4%	/	/	/	?	0.1%	?	3.9%	/
Cc1ccc(OCC(=O)NCCCNC(=O)c2ccccn2)cc1C	-5.1%	1.9	2.3%	-0.2%	-0.5%	-7.7%	5.6%	1.2%	-3.8%	1.7%	-8.5%
Cc1cccc(NC(=O)c2cccc(S(=O)(=O)N3CCCCC3)c2)c1	-7.1%	-9.1	-1.0%	-5.6%	-20.5%	-2.9%	-21.0%	-1.7%	-0.1%	-3.4%	-2.3%
CC(=O)Nc1ccc(NC2CCCCC2NS(=O)(=O)c2ccccc2)cc1 (centres undefined)	-3.9%	-7.7	-4.6%	6.2%	-0.5%	-2.1%	7.0%	0.3%	0.6%	16.8%	-0.2%
CCOC(=O)C1(CCc2ccccc2)CCN(Cc2ccc(O)cc2)CC1	-3.3%	1.1	?	5.3%	4.2%	-37.1%	0.8%	1.2%	-1.7%	-4.3%[11.5 µM]	1.1%
COC(=O)c1ccc(NC(=S)NC2CC2)cc1	12.2%	-9.8	-24.9%	3.0%	3.5%	16.6%	-6.5%	3.3%	-4.1%	0.7%	-2.1%
CCN(C[C@H]1N[C@@](C)(C(=O)OC)[C@H]2C(=O)N(C)C(=O)[C@@H]12)C(=O)Nc1ccc(Cl)cc1	-21.5%	10.2	2.0%	-2.4%	3.2%	-1.8%	-0.2%	2.3%	/	5.8%	-3.5%

Screening data (PubChem)
